Source: PubChem BioAssay (several laboratories)
LMPTP inh = LMPTP phosphatase inhibitors, primary screen, biochemical, fluorescence intensity, uHTS; recombinant LMPTP-A, OMFP fluorogenic substrate; AID 651560, 2012; Low molecular weight phosphotyrosine protein phosphatase (Homo sapiens), P24666; inhibition, % at 20 µM; 360,000 compounds, 0.22% hits;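 active = compounds that cut the enzyme signal by at least half of the control window in the single-dose screen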;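 also: plate controls were DMSO wells with enzyme plus substrate for no effect and substrate without enzyme for full effect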
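test system = LMPTP-A | amount = 0.625 nM LMPTP-A final | reagent = fluorogenic phosphatase substrate OMFP at 400 µM final | incubation = 50 min at room temperature | benchmarks = no-enzyme low control, uninhibited high control | medium = Bis-Tris pH 6.0, DTT, detergent | signal = fluorescence intensity of OMFP turnover product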
CSN deneddyl inh = inhibitors of CSN-mediated cullin deneddylation, primary screen, biochemical, fluorescence polarization, uHTS; 360,000 compounds, 0.38% hits; Purified CSN, SCF-Nedd8-OG deneddylation; inhibition, % at 12.5 µM; AID 651999, 2013; COP9 signalosome complex subunit 5 (Homo sapiens), Q92905;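 active = pattern-corrected inhibition above about 35%, with an unprinted fluorescence ratio check between 0.5 and 1.5, limit read from the data, passing the limit was not always enough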;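 also: 0% = enzyme with substrate and 100% = substrate without enzyme; some results filed as inactive read as strong as hits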
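Assay system: HEK293T-derived human Csn5 enzyme; quantity: 0.24 nM enzyme; medium: Tris/NaCl/DTT buffer, pH 7.5; also added: substrate SCFSkp2-Nedd8OG, 10 nM; doses: 12.5 µM compound; schedule: 90 min reaction at room temperature; signal: FP; read-out: % inhibition of substrate cleavage by Csn5; benchmarks: substrate-only high control, full reaction low control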
DNMT1 inh = human DNMT1 methyltransferase inhibitors, primary screen, biochemical, molecular beacon, fluorescence, HinP1I cleavage, uHTS; 360,000 compounds, 0.83% hits; AID 588458, 2011; DNA (cytosine-5)-methyltransferase 1 (Homo sapiens), P26358; inhibition (reported as % activation of signal), % at 10 µM; in the data active = inhibition above about 50%
MLLE-PAM2 inh = inhibitors of PABP1 MLLE–PAM2 peptide binding, primary screen, biochemical, fluorescence polarization, FITC-PAM2, GST-MLLE; 360,000 compounds, 0.36% hits; inhibition, % at 20 µM; in the data active = inhibition above about 35%, passing the limit was not always enough;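 also: plate controls were DMSO wells with GST-MLLE for no effect and wells lacking GST-MLLE protein for full effect; some results filed as inactive read as strong as hits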
Scp1 inh = Scp-1 phosphatase inhibitors, primary screen, biochemical, colorimetric, uHTS. Carboxy-terminal domain RNA polymerase II polypeptide A small phosphatase 1 (Homo …. Recombinant Scp1, phosphopeptide, malachite green phosphate absorbance. inhibition, % at 20 µM. 340,000 compounds, 0.88% hits;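 active = inhibition above about 50% at 20 µM, limit read from the data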;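 also: plate controls were DMSO wells with enzyme for no effect and wells lacking enzyme for full effect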
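Material: truncated SCP-1 phosphatase (76-261aa) / Buffer or medium: 50 mM Tris acetate pH 5.5, 0.005% Tween-20, 10 mM MgCl2 / Compound dosing: one concentration, 20 µM, with 1.0% DMSO / Incubation: 45 min room-temperature reaction, 5 min colour, 30 min stabiliser / Detection: colorimetric free-phosphate detection, absorbance 630 nm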
NadD inh = inhibitors of S. aureus NadD, primary screen, biochemical, colorimetric, uHTS; purified NadD enzyme, colorimetric absorbance read-out; 360,000 compounds, 0.78% hits; inhibition, % at 20 µM; AID 602399, 2012; in the data active = inhibition above about 26%; also: some compounds past the cut are filed as inactive
Rpn11 inh = Rpn11 (PSMD14) deubiquitinase inhibitors, primary screen, biochemical, fluorescence polarization, uHTS | 26S proteasome non-ATPase regulatory subunit 14 (Homo sapiens), O00487 | human 26S proteasome, Ub4-pepOG fluorescence polarization; 20S core pre-blocked with epoxomicin | calls only at 20 µM | 360,000 compounds, 0.59% hits | AID 588493, 2011;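 active = inhibition at 20 µM, scaled to each plate's controls, above about 33%, limit read from the data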
Target sequence (O00487 whole entry, looked up): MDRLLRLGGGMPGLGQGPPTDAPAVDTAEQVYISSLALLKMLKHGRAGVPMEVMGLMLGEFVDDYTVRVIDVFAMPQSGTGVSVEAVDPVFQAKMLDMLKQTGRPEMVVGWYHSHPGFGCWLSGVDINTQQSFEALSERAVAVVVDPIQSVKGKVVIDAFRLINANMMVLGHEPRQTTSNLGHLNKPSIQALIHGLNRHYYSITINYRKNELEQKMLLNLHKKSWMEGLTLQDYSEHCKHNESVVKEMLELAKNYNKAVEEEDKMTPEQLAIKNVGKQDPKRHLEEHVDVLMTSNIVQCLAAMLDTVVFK
SUMO1-SIM PPI = modulators of SUMO1 protein-protein interactions, primary screen, biochemical, uHTS | inhibition, % at 20 µM | 360,000 compounds, 0.33% hits | SUMO1 binding to a labelled peptide, TR-FRET, 1 h | AID 602429, 2012; in the data active = inhibition above about 37%
Target sequence (P63165 whole entry, looked up): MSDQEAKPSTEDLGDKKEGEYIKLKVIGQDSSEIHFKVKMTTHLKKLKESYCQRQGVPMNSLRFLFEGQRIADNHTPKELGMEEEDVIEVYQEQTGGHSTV
STEP block = STEP phosphatase inhibitors, primary screen, biochemical, fluorescence intensity, uHTS. Tyrosine-protein phosphatase non-receptor type 5 (Homo sapiens), P54829. recombinant STEP, OMFP fluorogenic substrate. inhibition, % at 20 µM. 360,000 compounds, 0.25% hits;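 active = inhibition at 20 µM, scaled per plate between control wells, above about 37%, limit read from the data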;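 also: 0% = DMSO with enzyme and substrate and 100% = substrate only without enzyme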
Target sequence (P54829 whole entry, looked up): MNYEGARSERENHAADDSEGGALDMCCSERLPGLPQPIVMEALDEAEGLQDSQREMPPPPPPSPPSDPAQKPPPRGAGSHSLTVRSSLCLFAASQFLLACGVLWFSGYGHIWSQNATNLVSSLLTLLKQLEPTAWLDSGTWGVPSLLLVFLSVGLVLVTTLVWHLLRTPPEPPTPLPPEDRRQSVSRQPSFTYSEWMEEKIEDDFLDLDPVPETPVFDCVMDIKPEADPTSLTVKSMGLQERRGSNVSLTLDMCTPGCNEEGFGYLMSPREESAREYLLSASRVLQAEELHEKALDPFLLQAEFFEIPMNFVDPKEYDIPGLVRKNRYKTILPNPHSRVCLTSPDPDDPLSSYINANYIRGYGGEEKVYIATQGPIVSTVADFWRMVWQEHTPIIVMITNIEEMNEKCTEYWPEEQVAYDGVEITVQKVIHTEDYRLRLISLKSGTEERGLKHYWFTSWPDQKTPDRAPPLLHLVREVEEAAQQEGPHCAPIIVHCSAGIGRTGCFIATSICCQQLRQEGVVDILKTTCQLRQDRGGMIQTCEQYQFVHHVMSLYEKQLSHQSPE
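Material: STEP (striatal-enriched tyrosine phosphatase) enzyme, cell-free; Compound dosing: 20 µM single dose in 1% DMSO; Technique: fluorescence read at 480 nm ex / 540 nm em; Times: reaction 20 min, ambient temperature; Medium: 50 mM Bis-Tris pH 6.0 with 2.5 mM DTT and 0.005% Tween 20; Also added: OMFP at 25 µM.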
TbMetRS inhib = T. brucei MetRS inhibitors, primary screen, biochemical, luminescence | methionyl-tRNA synthetase (Trypanosoma brucei brucei) | purified T. brucei MetRS, ATP depletion, Kinase-Glo luminescence | inhibition, % at 11.9 µM | 360,000 compounds, 0.4% hits | AID 624268, 2012;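 active = inhibition above a per-plate cutoff of the control wells' mean inhibition plus 3 SD, cut at about 5.5% in these data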;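 also: 0% = DMSO wells median and 100% = median of wells with control inhibitor compound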
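Material – parasite MetRS enzyme · Medium – HEPES-MgCl2-KCl buffer plus DTT, spermine, BSA, pyrophosphatase · Reagent – ATP, methionine and E. coli bulk tRNA substrates · Times – 15 min enzyme-compound preincubation, 2 h reaction, 10 min detection, 25 °C · Measured by – luminescence of leftover ATP · Evaluation – percent inhibition relative to median high and low control wells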
Active calls of the source: *; i = inactive; . = not tested or not shown.

LMPTP inh	CSN deneddyl inh	DNMT1 inh	MLLE-PAM2 inh	Scp1 inh	NadD inh	Rpn11 inh	SUMO1-SIM PPI	STEP block	SMILES	TbMetRS inhib
1.4	0	-2	7	-7	4	i	7	2	Cc1ccnc(NC(c2ccccc2O)c2oc(CO)cc(=O)c2O)c1 (centres undefined)	0.0
2.7	1	-19	-12	-12	2	i	-4	0	COc1ccc2c(c1)CCc1sc(NC(=O)c3ccco3)nc1-2	-0.4
12	-2	-12	-8	.	4	i	21	0	Cc1nc2c(OCc3ccc(C(F)(F)F)cc3)cccn2c1N(C)Cc1cccs1	-0.2
-0.8	3	-1	-1	-5	12	i	0	2	CCn1c(C(=O)O)c(CC(=O)NC2CCCCCC2)c2ccccc21	-0.2
0.0	0	1	-2	-1	0	i	-1	8	N#Cc1ccccc1NC(=O)c1ccc2c(c1)OCCO2	-0.1
0.6	-2	1	6	.	-7	i	0	0	CCc1nc2c(OCc3ccccc3)cccn2c1N(Cc1ccccc1)C(C)=O	-0.1
-0.9	4	-5	-14	-6	-2	i	3	0	CCOc1ccc(CCNC(=O)COC(=O)C2CC2)cc1OCC	-0.2
0.0	3	1	1	6	1	i	-2	-3	O=S(=O)(NCc1cn2ccsc2n1)c1cccs1	-0.2
2.7	2	7	9	14	11	i	-11	2	Cc1nc(/C=C/c2ccccc2)cc(/C=C/c2ccccc2)n1	-0.8
2.5	3	-5	-11	-3	0	i	0	-2	COc1ccc(-c2cc(C(=O)OCC(=O)Nc3cc(C)on3)c3ccccc3n2)cc1OC	-0.4
-1.2	-2	2	-10	-3	-2	i	50*	0	NC(=O)c1nsc(C(=O)N(CC(=O)NCc2ccco2)c2ccccc2F)c1N	0.0
-1.1	0	0	8	-18	3	i	-1	-6	COc1ccc(-n2c(SCC(=O)OC(C)C)nnc2-c2ccccn2)cc1	-0.6
-1.0	-6	-1	-4	3	-4	i	-4	-4	O=C(CN1CCCCCC1)OCCN=C1NS(=O)(=O)c2ccccc21	-0.2
0.5	4	1	58*	5	-1	i	-13	-1	COc1ccc(OC)c2c1C(=O)C(Cl)=C(Cl)C2=O	-0.7
1.1	-1	2	-4	-5	-3	i	1	-3	CCN1C(=O)C(=O)N(CC(=O)c2[nH]c(C)c(C(C)=O)c2C)C1=O	-0.4
-1.2	7	5	3	-2	-9	i	2	4	O=c1[nH]c(/C=C\c2cccc(C(F)(F)F)c2)nc(O)c1[N+](=O)[O-]	-0.4
-2.7	0	2	-15	-8	-4	i	3	0	COc1ccc(S(=O)(=O)NCCc2c(C)nn(C)c2Oc2ccccc2)cc1	0.3
-2.1	0	5	-6	-2	0	i	2	-2	Cn1nc2c(c1C(=O)N1CCCC(C(=O)c3cc(F)ccc3F)C1)CCCC2 (centres undefined)	-1.4
0.3	4	2	-5	4	-4	i	-11	-1	COC(=O)c1ccc(N2C(=O)c3ccc(OC)c(OC)c3C2=O)cc1	-0.1
-0.7	-2	4	-5	-4	-2	i	1	0	CCOc1ccc(N2CSC3=C(C#N)C(c4ccco4)CC(=O)N3C2)cc1 (centres undefined)	-1.3
1.9	-1	2	11	-5	9	i	5	1	CCCn1c(COc2ccccc2OC)nc2ccccc21	-0.4
-0.6	-2	0	3	.	4	i	-2	-2	CC1=C(C(=O)N(C)C)CC(CC(=O)NCc2cccc3ccccc23)C(=O)N1CCCN1CCCC1=O (centres undefined)	-0.6
-0.5	-12	4	-7	-5	-6	i	1	1	Cc1c(CC(Cl)(Cl)Cl)c2c(n1O)CC(C)(C)CC2=O	-0.1
-0.7	3	1	0	-12	0	i	5	1	N#Cc1ccccc1CSCCNC(=O)Cc1c(F)cccc1Cl	-0.2
0.8	-3	-2	7	6	-1	i	3	1	O=C(NN1CCOCC1)c1cn(-c2ccccc2)nc1-c1cccs1	0.1
-0.5	2	-1	12	-1	1	i	3	1	CCC(c1nnnn1C1CCCC1)N1CCN(c2cccc(OC)c2)CC1 (centres undefined)	-0.6
-1.1	-5	-5	5	-6	-4	i	2	1	CCN1CCN(C(=O)c2ccc3c(c2)N(Cc2ccccc2)C(=O)c2ccccc2S3(=O)=O)CC1	0.0
0.7	2	-2	-1	9	5	i	1	-1	CN(C)c1cccc(O)c1	-0.4
-2.2	1	-4	-5	-1	6	i	-17	-1	Cn1c(=O)[nH]c(NC2CCCCC2)c(N=O)c1=O	-1.9
2.4	-4	5	6	5	-3	i	-2	-1	CCOC(=O)c1[nH]c2ccc(Cl)cc2c1-c1ccccc1	-1.5
-0.1	0	-2	-3	-7	-11	i	4	1	COc1ccc(S(=O)(=O)N(C)c2ccc(OCC(=O)Nc3cc(C)on3)cc2)cc1	0.3
-0.5	8	-1	4	5	-7	i	-1	0	Cc1ccccc1CN(C)CC(=O)NC(C)CCc1ccccc1 (centres undefined)	-0.6
1.0	4	-9	-7	-7	-8	i	-3	-1	COCCCNC(=S)NCCCNc1nc2cc(C)cc(C)c2cc1C#N	-0.6
3.3	-1	-15	3	0	0	i	-3	1	C=CCOc1c(CNc2nccs2)cccc1OCC	-0.7
-1.3	0	-3	-20	3	-8	i	-12	0	CN(C)c1ccc(/C=N/NC(=O)CNC(=O)c2ccco2)cc1	-0.1
0.1	0	1	-6	-7	0	i	2	1	CC(C)(C)C(=O)Nc1ccccc1C(=O)Nc1ccncc1	0.5
-0.7	0	-1	-2	-9	1	i	-1	-3	CC(C)CC1CCCCC1OC(=O)CN1CCCCC1 (centres undefined)	-0.2
0.5	4	4	7	10	-6	i	8	2	O=C(Nc1cc(Cl)cc(Cl)c1)C1CC(=O)N(C2CCCC2)C1 (centres undefined)	0.5
-3.7	2	6	8	.	0	i	2	0	C[C@@H]1CN([C@@H](C)CO)C(=O)c2cc(C#CC(C)(C)O)cnc2O[C@@H]1CN(C)C(=O)c1ccccc1F	0.2
0.3	2	2	11	-3	-1	i	9	4	Cc1ccc(NC(=O)Nc2nnc(Cc3ccc(F)cc3)s2)cc1	-1.4
2.8	3	-25	-1	-10	30	i	3	1	Cc1ccc2c(c1)c1c3n2CC(=C2C(=O)OC(C)(C)OC2=O)NC3CCC1 (centres undefined)	-0.3
-1.0	2	-3	-7	-7	-2	i	0	0	O=C(COC(=O)Cc1cccs1)Nc1ccccc1F	0.2
-0.8	2	-1	-1	-6	-1	i	1	-1	OC(Cc1ccncc1)(c1ccccc1)c1ccccc1	-0.1

Three compounds already listed, arranged by the value under CSN deneddyl inh, high to low:
LMPTP inh	CSN deneddyl inh	DNMT1 inh	MLLE-PAM2 inh	Scp1 inh	NadD inh	Rpn11 inh	SUMO1-SIM PPI	STEP block	SMILES	TbMetRS inhib
0.5	4	4	7	10	-6	i	8	2	O=C(Nc1cc(Cl)cc(Cl)c1)C1CC(=O)N(C2CCCC2)C1 (centres undefined)	0.5
-1.0	2	-3	-7	-7	-2	i	0	0	O=C(COC(=O)Cc1cccs1)Nc1ccccc1F	0.2
-0.6	-2	0	3	.	4	i	-2	-2	CC1=C(C(=O)N(C)C)CC(CC(=O)NCc2cccc3ccccc23)C(=O)N1CCCN1CCCC1=O (centres undefined)	-0.6

Three of these compounds in another layout.
C[C@@H]1CN([C@@H](C)CO)C(=O)c2cc(C#CC(C)(C)O)cnc2O[C@@H]1CN(C)C(=O)c1ccccc1F
- LMPTP inh = -3.7
- CSN deneddyl inh = 2
- DNMT1 inh = 6
- MLLE-PAM2 inh = 8
- Scp1 inh = .
- NadD inh = 0
- Rpn11 inh = i
- SUMO1-SIM PPI = 2
- STEP block = 0
- TbMetRS inhib = 0.2

C=CCOc1c(CNc2nccs2)cccc1OCC
- LMPTP inh = 3.3
- CSN deneddyl inh = -1
- DNMT1 inh = -15
- MLLE-PAM2 inh = 3
- Scp1 inh = 0
- NadD inh = 0
- Rpn11 inh = i
- SUMO1-SIM PPI = -3
- STEP block = 1
- TbMetRS inhib = -0.7

O=S(=O)(NCc1cn2ccsc2n1)c1cccs1
- LMPTP inh = 0.0
- CSN deneddyl inh = 3
- DNMT1 inh = 1
- MLLE-PAM2 inh = 1
- Scp1 inh = 6
- NadD inh = 1
- Rpn11 inh = i
- SUMO1-SIM PPI = -2
- STEP block = -3
- TbMetRS inhib = -0.2
